Screening results deposited in PubChem by several laboratories.
NR2E3 ag-1: NR2E3 agonists in two-hybrid cells, primary screen, cell-based, luminescence, CHO-S, Gal4-NCOR/VP16-NR2E3. luciferase. inhibition of corepressor binding, % at 3.98 µM. actives 0.35% (n = 360,000). AID 602229, 2012;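 active = inhibition above the mean of all tested compounds plus 3 SD, cut at about 70% in these data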;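 also: 0% = DMSO with NR2E3 transfected cells and 100% = cells lacking NR2E3 construct; higher means lower luciferase signal from less NR2E3 corepressor binding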
Target sequence (Q9Y5X4 whole entry, looked up, the tested form may be a part): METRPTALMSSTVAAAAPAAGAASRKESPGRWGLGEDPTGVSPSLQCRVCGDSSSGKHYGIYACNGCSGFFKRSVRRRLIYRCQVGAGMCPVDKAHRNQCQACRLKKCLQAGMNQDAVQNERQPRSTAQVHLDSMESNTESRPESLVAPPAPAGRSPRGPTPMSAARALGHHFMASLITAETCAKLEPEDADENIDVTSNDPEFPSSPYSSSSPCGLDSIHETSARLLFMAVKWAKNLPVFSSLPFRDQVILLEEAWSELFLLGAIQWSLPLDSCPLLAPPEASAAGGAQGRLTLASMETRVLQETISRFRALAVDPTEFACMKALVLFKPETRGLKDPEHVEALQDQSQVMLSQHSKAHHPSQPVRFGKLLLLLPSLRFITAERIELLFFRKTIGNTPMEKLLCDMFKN
Vif imaging: HIV Vif self-association inhibitors, primary screen, imaging, HEK293T, single point; actives 0.35% (n = 340,000); AID 602346, 2012; HEK293T cells, Vif self-association by quenched fluorescence, 24 h; inhibition, % at 7.49 µM; in the data active = inhibition above about 50%, passing the limit was not always enough; inconclusive = no clear call, values can overlap the other calls; inactive = below about 31%; also: some results filed as inactive read as strong as hits
NR2E3 ag-2: inhibitors of NR2E3-RetCOR corepressor binding, primary screen, NR2E3 agonist project, biochemical, TR-FRET, GST-NR2E3, biotin-RetCOR | 1536-well | AID 2300, 2010 | Photoreceptor-specific nuclear receptor (Homo sapiens), Q9Y5X4 | inhibition of corepressor binding, % at 4.78 µM | actives 0.12% (n = 320,000);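 active = percent inhibition above the cutoff of mean plus 3 SD of all tested compounds, set per screening campaign, cut at about 20% in these data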;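 also: 0% = DMSO wells and 100% = biotin wells as full block of FRET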
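Material: NR2E3–RetCOR corepressor complex / Amount: 1.35 nM GST-NR2E3 / Medium: Tris pH 7.5 / Compound: single nominal compound dose of 4.8 µM / Incubation: 5 h at 4 °C / Technique: TR-FRET, Eu(K)-anti-GST donor, streptavidin-D2 acceptor, ex 340, em 617/671 nm / Read-out basis: percent loss of FRET ratio relative to control wells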
CF NFkB inh: inhibitors of PAF-induced NF-kB signaling, primary screen, cell-based, GFP fluorescence, uHTS; KKLEB NF-kB-GFP reporter, GFP fluorescence overnight; actives 0.86% (n = 360,000); AID 588850, 2011; inhibition, % at 5 µM;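 active = at least 50% inhibition at 5 µM, scaled per plate between neutral and stimulator controls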;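 also: PAF is a Pseudomonas aeruginosa culture filtrate used as stimulus; plate controls were PAF-stimulated DMSO wells for no effect and unstimulated DMSO wells for full effect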
Peg3 promoter: Peg3 promoter-driven luciferase inhibitors, primary screen, cell-based, HeLa, luciferase luminescence | actives 1.7% (n = 360,000) | inhibition, % at 20 µM | HeLa PEG-Prom luciferase reporter, overnight;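 active = inhibition of at least 50% at 20 µM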
KKLEB cytotox: cytotoxicity in KKLEB CF airway cells, primary screen, cytotoxicity control for CF NF-kB inhibitor project, cell-based, uHTS, fluorescence assay plates | actives 0.36% (n = 360,000) | AID 602141, 2011 | KKLEB CF airway cells viability, ATPlite luminescence, overnight; stronger effect = lower value; cells stimulated with P. aeruginosa culture filtrate | activity change (cytotoxicity), % at 5 µM;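 active = corrected activity change at or below -50% at 5 µM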
PDI turbidity: inhibitors of human PDI, primary screen, biochemical, turbidity, single point, plate reader; PDI insulin aggregation turbidity, A650, 90 min; inhibition, % at 10 µM; actives 0.052% (n = 350,000); AID 588391, 2011;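 active = mean inhibition across replicates of 30% or more, whatever share of single replicates reach that level; inconclusive = mean inhibition below 30% while every single replicate reaches 30%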;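 also: absorbance from insulin aggregation driven by PDI reduction with DTT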
Target sequence (P07237 whole entry, looked up): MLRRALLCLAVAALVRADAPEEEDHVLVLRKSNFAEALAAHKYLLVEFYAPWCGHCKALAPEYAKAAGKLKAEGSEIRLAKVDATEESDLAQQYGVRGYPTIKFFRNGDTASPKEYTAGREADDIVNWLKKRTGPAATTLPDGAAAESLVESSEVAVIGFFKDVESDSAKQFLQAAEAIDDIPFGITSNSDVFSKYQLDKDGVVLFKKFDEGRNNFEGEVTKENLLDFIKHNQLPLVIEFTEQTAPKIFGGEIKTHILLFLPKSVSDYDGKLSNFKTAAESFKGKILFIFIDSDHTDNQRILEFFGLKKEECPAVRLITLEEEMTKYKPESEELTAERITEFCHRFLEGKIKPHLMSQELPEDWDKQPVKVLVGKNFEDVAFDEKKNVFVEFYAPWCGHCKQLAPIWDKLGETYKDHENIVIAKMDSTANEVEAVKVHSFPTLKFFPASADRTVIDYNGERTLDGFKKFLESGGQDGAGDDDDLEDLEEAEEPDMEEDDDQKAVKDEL
CaV13 FRET inh: Disruptors of the CACNA1D IQ motif to Ca2+-dependent inactivation inhibitor domain association, primary screening, Förster resonance energy transfer in intact living …. HEK cells, CFP/YFP FRET ICDI-IQ, plate reader, 10 min; percent FRET-ratio fall versus neutral wells. inhibition, % at 12.3 µM. actives 0.098% (n = 340,000). AID 743397;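 active = mean replicate inhibition of at least 30% and at least 1% of replicates passing that level; inconclusive = only one of the two criteria is met; inactive = neither criterion is met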;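 also: 0% = median of the neutral control wells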
Shn3 3UTR inh: reduction of Shn3 3'UTR firefly luciferase signal, primary screen, Schnurri-3 inhibitor project, cell-based, Clone20 osteoblasts, set 2. actives 0.52% (n = 360,000). inhibition, % at 12.5 µM. Clone20 osteoblast Shn3 3'UTR firefly luciferase, 24 h;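 active = mean inhibition of at least 75% with every replicate also reaching 75%; inconclusive = mean inhibition at least 75% but some replicate below; inactive = mean inhibition below 75%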;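 also: 0% = median of neutral control wells and 100% = pilot-screen positive control compound; some compounds past the cut are filed as inactive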
TRPM1 prom inh: inhibitors of MITF-dependent TRPM1 promoter reporter, primary screen, cell-based, SK-MEL-5, single point, luciferase | inhibition, % at 12.5 µM | AID 488899, 2010 | actives 0.83% (n = 330,000) | SK-MEL-5 TRPM1 promoter luciferase, 24 h;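 active = mean inhibition across replicates of 60% or more, whatever share of single replicates reaches that level; inconclusive = some that reach 60%, reason not given; inactive = mean inhibition across replicates below 60%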; also: values of inactives mirror those of a sister screen read the other way
HIF-2a inh: HIF-2a reporter inhibitors, primary screen, luminescence, 786-0 RCC cells. AID 624352, 2012. inhibition, % at 18.8 µM. actives 0.72% (n = 360,000). 786-0 RCC cells HIF-2a reporter, luciferase luminescence, overnight;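 active = inhibition of the luminescence signal of 40% or more relative to plate controls, in a single-dose primary screen at 18.75 µM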
The depositor's hits bear a star; ? = inconclusive; . = not tested or not shown.

SMILES | NR2E3 ag-1 | Vif imaging | NR2E3 ag-2 | CF NFkB inh | Peg3 promoter | KKLEB cytotox | PDI turbidity | CaV13 FRET inh | Shn3 3UTR inh | TRPM1 prom inh | HIF-2a inh
C=C(C)CNC(=S)N/N=C(\C)c1ccc(OC)cc1 | 30 | -2 | -1 | -13 | -5 | -10 | -2 | 1 | 3 | -1 | -31
Brc1cccc(-c2nc3c4ccccc4ccn3c2Cc2ccccc2)c1 | -8 | . | . | -46 | -68 | 14 | . | -11 | 30 | . | -61
Oc1ccc2ccccc2c1C=NC1CCCCC1 | -18 | -3 | 5 | 18 | 10 | 0 | 4 | 2 | -4 | 18 | 8
CCN(CC)Cc1c(O)ccc2occ(C(=O)c3ccccc3)c12 | -77 | -3 | -3 | -2 | 10 | -16 | 4 | 11 | -15 | -9 | 21
CCCCn1c(SC(C)C(=O)c2ccc(OC)cc2)nc2cc(S(N)(=O)=O)ccc21 (configuration not stated) | -33 | 0 | 1 | 6 | 19 | 2 | 0 | -8 | 6 | -1 | -18
O=C(CCc1ccccc1)NNc1ccc(F)cc1 | -7 | -8 | 0 | -5 | 2 | -6 | -2 | -5 | -3 | -7 | 6
CC1CCN(C(=O)CSCC(=O)O)CC1 | 4 | -7 | 1 | -8 | 16 | 9 | 0 | -2 | 0 | 0 | 13
CC(=O)Nc1ccc(NC(=O)C2CCCN2C(=O)NC2CCCCC2)cc1 (configuration not stated) | -4 | -10 | 1 | -5 | 5 | 22 | -6 | -5 | 6 | -22 | 8
CC1CCN(S(=O)(=O)c2cc3c4c(c2)CCN4C(=O)CC3)CC1 | 30 | -14 | 4 | 3 | -1 | 0 | -1 | -4 | -13 | -6 | -4
CC(NS(=O)(=O)c1cccc(C(=O)O)c1)C12CC3CC(CC(C3)C1)C2 (configuration not stated) | -17 | 0 | . | 4 | 5 | -7 | 6 | -7 | -2 | 0 | 5
CC(=O)c1ccc(Cc2ccc(C(C)=O)s2)s1 | -53 | 21 | . | -3 | -113 | -16 | -5 | -4 | -3 | . | -102
FC(F)(F)c1ccc(/C=N/N2CCN(Cc3cccc4ccccc34)CC2)cc1 | 16 | -15 | -1 | -13 | 20 | 14 | -2 | -5 | 9 | -10 | 12
Cc1ccc(C)c(-c2csc(NC(=O)C3=COCCO3)n2)c1 | -5 | -23 | -2 | 4 | -70 | 10 | -5 | -5 | 61 | -8 | -66
O=C(COc1ccc(S(=O)(=O)NC2CCCCC2)cc1Cl)NCc1cccnc1 | -11 | -5 | -2 | 3 | 5 | 4 | -6 | . | -8 | 13 | -10
CC(=O)c1c(C)cc(C)c(CSc2ccccn2)c1C | -25 | 0 | 2 | 11 | -5 | -7 | -2 | -2 | -1 | -5 | -19
Cc1cc2oc(C(=O)N(Cc3ccccc3)C3CCS(=O)(=O)C3)cc(=O)c2cc1Cl (configuration not stated) | -19 | 1 | -1 | 11 | 15 | -24 | 4 | -3 | 1 | -3 | -11
CC(C)Oc1cc(N)c(Cl)cc1Cl | -16 | 0 | 5 | 2 | -1 | 6 | 17 | -4 | 1 | 1 | 5
O=C(NCc1nc(-c2ccc(C(F)(F)F)cc2)no1)Nc1ccc(OC(F)(F)F)cc1 | 16 | 0 | -2 | 33 | 74* | -29 | -4 | -2 | 3 | -8 | 3
Cc1ccccc1-n1ncc2c(SCC(=O)NCc3cccs3)ncnc21 | -21 | -11 | 1 | 8 | -2 | -11 | 1 | . | 10 | 10 | -19
CCc1ccc(C(=O)CSc2nnc(C)c(=O)[nH]2)cc1 | -10 | 10 | 1 | 1 | 7 | 1 | 0 | -8 | 2 | 5 | 6
O=C(Cc1c(F)c(F)c(F)c(F)c1F)Nc1nc(-c2ccccc2)cs1 | -1 | -6 | -2 | -16 | 7 | 11 | -3 | -2 | 3 | -7 | -19
CN(C1CCCCC1)S(=O)(=O)c1ccc(C(=O)N2CCN(c3nc4ccccc4s3)CC2)cc1 | -15 | -15 | -2 | -2 | 5 | 10 | -5 | -3 | 58 | 8 | 3
Cc1cc(C)n2nc(C(=O)N3CCCC(Nc4ccc(C(C)C)cc4)C3)cc2n1 (configuration not stated) | -11 | -2 | -2 | -5 | -11 | -3 | -5 | -7 | -26 | -13 | -20
C=CCSc1nc2sc3c(c2c(=O)n1CC=C)CCc1ccccc1-3 | 1 | -1 | -2 | -16 | -4 | 8 | -1 | -5 | 5 | 19 | 6
NC(=O)c1cc([N+](=O)[O-])ccc1NCc1cccc(N)c1 | 10 | 3 | 1 | -4 | -5 | -2 | 2 | -11 | 4 | -23 | -37
The results go on.
SMILES | NR2E3 ag-1 | Vif imaging | NR2E3 ag-2 | CF NFkB inh | Peg3 promoter | KKLEB cytotox | PDI turbidity | CaV13 FRET inh | Shn3 3UTR inh | TRPM1 prom inh | HIF-2a inh
CC1CN(C(=O)c2ccc([N+](=O)[O-])s2)CC(C)O1 (configuration not stated) | -13 | -6 | . | 20 | -21 | -10 | 4 | -6 | -5 | 13 | -2
O=C(NC1CC2CCCC(C1)N2S(=O)(=O)c1ccccc1)C1CCCCC1 (configuration not stated) | -7 | -8 | 4 | 8 | 8 | 4 | -2 | -7 | -1 | 17 | -9
Cc1ccc2nc(N(CCCN(C)C)C(=O)c3ccc4ncsc4c3)sc2c1 | -142 | 5 | 2 | -12 | -177 | 0 | -3 | -6 | -31 | -11 | -132
COc1ccccc1OCC(=O)Nc1cc(S(=O)(=O)N2CCOCC2)ccc1N1CCCCC1 | 9 | 0 | . | 24 | 0 | -10 | 8 | -6 | 9 | 7 | 6
COC(=O)c1ccc2[nH]c(C(C)(C)O)c(C)c2c1 | -40 | 3 | 1 | 1 | -226 | 3 | -5 | -6 | -23 | -66 | -286
Cc1cc(C)cc(NC(=S)NN)c1 | -7 | -1 | 0 | 16 | 8 | -7 | 2 | -3 | 1 | 13 | 11
Cc1nn(C)cc1CNCc1ccc(OCC(O)CN(C)Cc2ccccc2)cc1 (configuration not stated) | -11 | -13 | 6 | -5 | 8 | 4 | 6 | -4 | 9 | -19 | 10
O=S(=O)(Nc1ccccc1N1CCOCC1)c1cccs1 | 19 | 34 | . | -4 | 1 | 1 | 5 | -2 | -15 | -4 | 5
O=C(/C=C/c1ccc2c(c1)OCCO2)c1ccc(O)cc1 | -68 | 7 | 3 | 28 | -219 | -4 | ? | -15 | -22 | -52 | -168
CN(C(=O)c1cccc(NC(=O)Cc2cccc(NC(=O)C3CCCN(C(=O)c4ccccc4)C3)c2)c1)C1CCC1 (configuration not stated) | -52 | -16 | . | -7 | -6 | 22 | -6 | -7 | 3 | 19 | 9
CCOc1ccc2[nH]c3nc(SCC(=O)NCC4CCCO4)nnc3c2c1 (configuration not stated) | -29 | 1 | -1 | -3 | -15 | 11 | 5 | -7 | 4 | -17 | -22
N#CC1=C(N)OC2=C(C(=O)CCC2)C1c1ccoc1 (configuration not stated) | -21 | -4 | 2 | -22 | 11 | 10 | 7 | -4 | 7 | 2 | 10
CN(Cc1nc2ccccc2c(=O)[nH]1)C(=O)c1ccc(NC(=O)CSc2nnnn2C)cc1 | -21 | -2 | 4 | -6 | 7 | 22 | 4 | -2 | 1 | 12 | -4
CC(=O)Nc1cccc(-c2ccnc3c2CC(C(=O)NCc2ccc(N4CCN(C)CC4)cc2)O3)c1 (configuration not stated) | -16 | . | . | -13 | 4 | -8 | 1 | -9 | -9 | . | -3
CCOCCCn1c(SCc2nc3ccccc3s2)nc2ccccc2c1=O | -57 | -26 | 1 | 13 | -290 | -2 | 8 | -2 | 14 | 5 | -268
COc1ccc(C(=O)N/C(=C\c2cccc3ccccc23)C(=O)NCCc2c[nH]c3ccccc23)cc1OC | 13 | 12 | 3 | 13 | 19 | 9 | -1 | . | 4 | 16 | 10
CCCCNC(=S)NCCN1CCN(C(=S)NCCCC)CC1 | -1 | -3 | -2 | -27 | -3 | -15 | 5 | 3 | 9 | 11 | 16
COc1cc(C(=O)N(C(C)C)C2CCCCC2)cc(OC)c1OC | -10 | -8 | . | 18 | 7 | -5 | 15 | -15 | 4 | . | 4
CCn1cc(C(=O)OCC(=O)NCc2ccccc2Cl)c(=O)c2ccc(C)nc21 | -16 | -1 | -2 | -3 | 10 | -17 | -4 | -4 | 15 | 9 | 17
Cc1ccc(C(=O)Nc2nnc(-c3cccs3)s2)cc1C | -82 | 5 | 2 | 1 | -202 | -8 | -17 | . | -75 | -84 | -174
Cc1cc(C(=O)Nc2ccc(CC(=O)O)cc2)c(C)o1 | 6 | ? | -1 | -18 | -17 | 5 | 3 | -3 | 4 | 11 | 49*
Cc1cccc(N2CCN(S(=O)(=O)c3ccc4c(c3)CCCN4C(=O)C3CCC3)CC2)c1C | -19 | 2 | -3 | -1 | 13 | 2 | 6 | -14 | 14 | 11 | 14
O=C(c1ccco1)c1cn(CC(=O)N2CCCc3ccccc32)c2ccccc12 | 0 | -4 | -1 | 0 | 23 | 1 | -5 | . | 9 | 0 | 9
O=C(CN1CC(=O)Oc2ccccc21)OCC(=O)c1ccc(Br)cc1 | -28 | 21 | -4 | 28 | 28 | -28 | 2 | -4 | -16 | 22 | 1
Cc1ccc(S(=O)(=O)/N=S(/c2ccccc2)C(C)C)cc1 (configuration not stated) | 4 | 0 | 1 | -16 | 25 | -4 | -2 | 1 | -1 | 7 | 16
CCCCC(=O)N(C)c1c(CC)nc2c(OCC(=O)N(C)C)cccn12 | 9 | 7 | . | -3 | -5 | -7 | -4 | -4 | 7 | . | 10
O=C(CN1C(=O)S/C(=C\c2ccccc2F)C1=O)NCCCn1ccnc1 | 14 | 4 | -1 | -8 | 0 | -9 | 6 | -3 | 16 | -15 | -2
C(=N\NC1=Nc2cccc3cccc1c23)/c1ccccn1 | -24 | -8 | . | 51* | -76 | -26 | 6 | -5 | 50 | -5 | -214

Hits appear at their usual frequency; overall some 3.3% were active at least once.
